NIH3T3 tox = kills NIH 3T3 cells; NIH 3T3 viability, CellTiter-Glo ATP luminescence, 48-72 h; Potency, µM (series often up to 96.7 µM), for the others: at the highest dose activity change, negative = cytotoxicity, actives largely listed as inhibitors; 4.3% of 94,000 active; AID 1345082; also: potency is read from the fitted curve at half-maximal effect; nearly all actives have a fitted effect of over 55% in size
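Cytotoxicity was measured by CellTiter-Glo ATP luminescence after 48 or 72 h compound exposure at 37 °C. Mouse NIH 3T3 fibroblasts were seeded at 400 cells/well and dosed by 23 nL pin transfer.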
SNCA viab count = counter-screen for SNCA expression inhibitors: cell viability; HEK-293-SNCA-luc viability, GF-AFC fluorescence, 24 h; Potency, µM (highest dose often 57.1 µM), inactives show at the highest dose activity change, negative = cytotoxicity, most hits filed as cytotoxic; 0.12% of 150,000 active;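 also: potency is read from the fitted curve at half-maximal effect; 0% = DMSO-treated cells and -100% = medium-only wells without cells; nearly all actives have a fitted effect of over 30% in size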
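HEK-293-SNCA-luc cells (1500/well) plated 24 h, then exposed 24 h to a dilution series; GF-AFC added 30 min at 37C, fluorescence 405/540 nm; normalised to medium-only and DMSO wells, Hill fit.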
SNCA expr inhib = inhibitors of alpha-synuclein (SNCA) gene expression | HEK-293 SNCA-luciferase knock-in, luminescence, 24 h | 0.17% of 140,000 active | Potency, µM (doses to about 57.2 µM), without a hit: at the highest dose activity change, negative = inhibition, actives largely listed as inhibitors;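 also: potency is read from the fitted curve at half-maximal effect; plate controls were DMSO cells for no effect and cell-free wells for full effect; nearly all actives have a fitted effect of over 45% in size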
GPT2 inhibitor = inhibitors of human GPT2 alanine aminotransferase. 0.25% of 100,000 active. Potency, µM (doses to about 57.7 µM), without a hit: at the top dose activity change, negative = inhibition, hits mostly inhibitors. Q8TD30. AID 1671188. Recombinant GPT2, coupled pyruvate oxidase/HRP Amplex Red fluorescence; also: potency is read from the fitted curve at half-maximal effect; nearly all actives have a fitted effect of over 60% in size; many of its hits are not listed in these tables
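Fluorescence of coupled pyruvate oxidase/HRP/Amplex Red system (50uM Amplex, 30 min, dark) reports pyruvate formed by GPT2. Enzyme reaction: 10ng/uL GPT2, 2mM L-alanine, 250uM a-KG, 30 min room temperature, pH 7.5; 50uM AOA control.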
HEK293 tox = HEK 293 cell cytotoxicity. HEK 293 viability, ATP luminescence (CellTiter-Glo), 48-72 h. 6.6% of 94,000 active. Potency, µM (highest dose often 115 µM), without a hit: top-dose activity change, negative = cytotoxicity, most hits filed as inhibitors; also: potency is read from the fitted curve at half-maximal effect; nearly all actives have a fitted effect of over 60% in size
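Cytotoxicity was scored by loss of ATP-coupled luminescence (CellTiter-Glo) in HEK 293 cells. Compound treatment ran 48 or 72 hr at 37 degree Celsius, 5% CO2, 95% humidity.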
IP6K1 inhibitor = inhibitors of human IP6K1 | Q92551 | IP6K1 kinase, ADP-Glo luminescence, 2 h; stronger effect = lower value | activity change, % (series mostly up to about 58 µM) | 0.81% of 140,000 active | AID 1645851; in the data active = activity change below about -25%
Target sequence (Q92551 whole entry, looked up): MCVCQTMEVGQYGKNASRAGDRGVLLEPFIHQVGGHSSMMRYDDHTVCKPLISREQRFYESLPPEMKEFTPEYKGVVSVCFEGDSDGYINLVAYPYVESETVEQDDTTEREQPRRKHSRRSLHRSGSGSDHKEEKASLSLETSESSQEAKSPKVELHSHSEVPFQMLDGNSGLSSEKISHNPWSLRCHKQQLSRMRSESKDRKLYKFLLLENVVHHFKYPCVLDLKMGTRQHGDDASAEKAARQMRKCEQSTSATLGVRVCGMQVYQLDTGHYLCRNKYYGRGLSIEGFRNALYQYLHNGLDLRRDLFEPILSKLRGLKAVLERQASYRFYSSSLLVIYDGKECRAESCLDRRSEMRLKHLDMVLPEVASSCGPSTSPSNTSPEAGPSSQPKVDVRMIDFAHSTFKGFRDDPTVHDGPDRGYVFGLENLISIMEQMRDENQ
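ADP-Glo luminescence measures ADP made by human IP6K1 during a 2 h RT reaction with ATP/IP6 (mix at 1.3 mM/130 uM); top library doses 57.5 and 19.1 uM final.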
FLuc inh = Photinus pyralis luciferase inhibition | P08659 | purified P. pyralis luciferase, luminescence, biochemical | Potency, µM (series often up to 115 µM), inactives show top-dose activity change, negative = inhibition, usual class: inhibitors | 2.5% of 76,000 active | AID 1347043; also: potency is read from the fitted curve at half-maximal effect; nearly all actives have a fitted effect of over 65% in size
Target sequence (P08659 whole entry, looked up): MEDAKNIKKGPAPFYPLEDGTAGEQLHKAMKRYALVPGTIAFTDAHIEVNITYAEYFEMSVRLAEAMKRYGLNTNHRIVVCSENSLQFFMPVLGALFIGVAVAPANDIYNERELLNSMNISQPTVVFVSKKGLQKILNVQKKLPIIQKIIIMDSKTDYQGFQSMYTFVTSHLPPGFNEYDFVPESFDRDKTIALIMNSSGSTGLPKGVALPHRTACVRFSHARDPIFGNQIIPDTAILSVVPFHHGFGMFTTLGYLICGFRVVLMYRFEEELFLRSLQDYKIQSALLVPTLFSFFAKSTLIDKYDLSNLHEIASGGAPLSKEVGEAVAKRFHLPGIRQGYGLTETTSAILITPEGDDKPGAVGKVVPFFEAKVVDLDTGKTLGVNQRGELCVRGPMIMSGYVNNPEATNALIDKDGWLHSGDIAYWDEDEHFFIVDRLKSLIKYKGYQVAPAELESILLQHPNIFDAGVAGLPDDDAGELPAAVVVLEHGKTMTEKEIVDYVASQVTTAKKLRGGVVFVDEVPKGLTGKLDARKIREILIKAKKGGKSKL
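Cell-free enzyme assay, 10nM P. pyralis luciferase, luciferin and ATP each at 10uM. Inhibition profiled over a 6-point titration, read as luminescence.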
Starred values were filed as active, the others as inactive; i = inactive; ? = inconclusive; . = no result given; [ ] = another dose, or the depositor's remark. Unless noted, calls follow the shape of the dose curve; as a rule, active = well fitted curve in the direction sought with a large enough effect; inconclusive = small, poorly fitted or top-dose-only effect, or another doubt; inactive = no such curve, though single readings can be large; an effect the other way counts as inactive or inconclusive. Unless noted, % is scaled to controls: 0 for no effect and ±100 for the full control effect.

SMILES	NIH3T3 tox	SNCA viab count	SNCA expr inhib	GPT2 inhibitor	HEK293 tox	IP6K1 inhibitor	FLuc inh
O=C(CC1CCCCN(Cc2ccccc2)C1=O)NCc1ccccc1 (stereo not given)	-32%	0%	?	i	?	5	.
Cn1ncc2c(C(=O)Nc3ccccc3F)cc(-c3cccc(C(F)(F)F)c3)nc21	?	.	.	.	-19%	7	.
Cc1ccc(NC(=O)c2ccccc2Br)c(C(=O)c2ccccc2)c1	.	-15%	2%	.	.	23	.
O=c1n(Cc2ccccc2)nc2n1CCN(S(=O)(=O)Cc1ccccc1)CC2	1%	-7%	-7%	-6%	0%	-8	0%
O=C(Nc1ccc(F)cc1F)c1cc(CN2CCOCC2)on1	.	-3%	51%[activator]	.	.	8	.
Cc1cccc(C2c3cc(OCc4nc(C(=O)NC(C)C)co4)ccc3CCN2C(=O)C2CC2)c1 (stereo not given)	14µM*	-9%	-27%	i	18µM*	1	-2%
NC(=O)c1cc[nH]c1C1CCCN(S(=O)(=O)c2ccc3c(c2)OCCO3)C1 (stereo not given)	-24%	-15%[12.5 µM]	24%	-3%	-12%	4	6%
CCc1ccc(C(=O)COC(=O)C(Cc2c[nH]c3ccccc23)NC(=O)c2ccc(CC)cc2)cc1 (stereo not given)	.	-2%	15%	.	.	-7	.
COc1cc(NC(=O)CCn2nc(C)cc2C)cc(OC)c1OC	.	5%	21%	.	.	-14	.
OCC1CCCCN1CCNC1CCN(c2ccc3c(c2)OCO3)CC1 (stereo not given)	-11%	5%	5%	?	-16%	20	9%
CC(C)NC(=O)C(C)[C@@H]1CC[C@@]2(C)CC[C@H](NC(=O)c3cncnc3)[C@@H](C)[C@@H]2[C@H]1O (stereo not given in full)	1%[174 µM]	-5%[87.6 µM]	9%[87.6 µM]	i	i	2	0%[172 µM]
C#CCN(C)Cc1nc(C2(O)CCN(C3CCC3)CC2)cs1	-11%[174 µM]	-16%[87.6 µM]	1%[87.6 µM]	i	?	6	-3%[172 µM]
Cc1c(Cl)cccc1NC(=O)CSc1ncccc1C(=O)Oc1ccccc1Cl	.	-2%	29%	.	.	4	.
COc1ccccc1-c1ccc(C(=O)N2CCC(NC(=O)c3ccccc3F)CC2)cc1	?	4%[12.5 µM]	-6%	i	?	-14	.
Cc1nc2cnccn2c1C(=O)NCc1cccs1	-22%[138 µM]	.	.	.	2%[172 µM]	-4	.
Cc1ccccc1Cn1c(C(=O)O)c(CNCc2cccc(F)c2)c2ccccc21	.	-5%	-23%	.	.	-1	.
CCn1c(=O)c(C(=O)Nc2ccc(C(C)=O)cc2)nc2ccccc21	.	10%	?	.	.	2	.
Cc1cc(C)cc(NC(=O)CSc2nc3c(cnn3-c3ccc(F)cc3)c(=O)[nH]2)c1	.	-6%	-15%	.	.	-3	.
COc1ccc(C(=O)N[C@H]2CO[C@H]3[C@@H]2OC[C@@H]3Nc2nccc(-c3ccccc3OC)n2)cc1	-4%	-9%	-18%	i	0%	-7	7%
COc1ccccc1CNC(=O)CCC1N=C2c3ccccc3N=C(SCC(N)=O)N2C1=O (stereo not given)	.	?	2%	.	.	-13	.
Cc1ccc(C(=O)N2CCc3nc(C4CC4)nc(-c4ccc(Cl)cc4)c3CC2)cc1	-18%	?	1%	5%	-13%	-1	-4%
CC(C)C(=O)N1CC(n2cc(COc3ccc(F)cc3)nn2)C1	-2%	10%	-16%	i	3%	14	-8%
COc1ccc(CNC(=O)c2cnc3sc(N4CCOCC4)nn3c2=O)cc1	.	2%	6%	.	.	23	.
CC1CN(C(=O)N2CCC(C(=O)N3CCN(c4ccccc4)CC3)CC2)c2cc(Cl)ccc2O1 (stereo not given)	.	-5%	-28%	.	.	8	.
Cc1ccc(CNC(=O)N2CCCC(n3c(C)cnc3C3CCOCC3)C2)cc1 (stereo not given)	-5%	4%	21%	-14%	i	-9	3%

Reprinted from the part before: two compounds, followed by the next part.
SMILES	NIH3T3 tox	SNCA viab count	SNCA expr inhib	GPT2 inhibitor	HEK293 tox	IP6K1 inhibitor	FLuc inh
CC1CN(C(=O)N2CCC(C(=O)N3CCN(c4ccccc4)CC3)CC2)c2cc(Cl)ccc2O1 (stereo not given)	.	-5%	-28%	.	.	8	.
Cc1ccc(CNC(=O)N2CCCC(n3c(C)cnc3C3CCOCC3)C2)cc1 (stereo not given)	-5%	4%	21%	-14%	i	-9	3%
CC1(c2ccccc2)CCCN(c2cncc(C(=O)N3CCOCC3)n2)C1 (stereo not given)	-32%	0%	17%	i[11.5 µM]	?	-14	0%
CCN1CCC2(CCC1=O)CN(Cc1nc3c(cnn3C)c(=O)[nH]1)CCN2C (stereo not given)	1%	7%	-3%	3%	4%	27	-5%
CC(=O)N1CCCC1c1nc2ccccc2n1Cc1ccccc1 (stereo not given)	.	-11%	-2%	.	.	26	.
O=C(Nc1ccc(Oc2cccnc2)cc1)C1CCN(CCCc2ccccc2)CC1	?	5%	49%[activator]	0%	25µM*	5	9%
CCNC(=O)CCC[C@@H]1[C@H]2CCCN3CCC[C@@H](CN1C(C)=O)[C@@H]23	-7%	8%	5%	0%	-1%	0	3%
COc1cccc(C(=O)N2CCC3(CC2)NC(=O)N(c2cccc(F)c2)N3)c1	?	-9%	-9%	?	?	-12	13%
Cc1ccc(CNC(=O)Cn2c(-c3ccc(F)cc3)nc(C)c(CCO)c2=O)cc1	-24%	1%	-2%	2%	?	1	-2%
CN[C@H](C(=O)N[C@H]1C[C@@](O)(C(=O)N[C@H](Cc2c[nH]c3ccccc23)C(N)=O)C[C@@H](O)[C@@H]1O)C(C)C	-8%	-1%	-13%	-3%	i	6	-6%
COc1ccc(CCNC(=O)c2ccc(Cn3c(SCc4ccccc4)nc4cccnc43)cc2)cc1	.	-11%	33%[activator]	.	.	24	.
CC(C)c1ccc(CNc2nc(-c3ccco3)nn2S(=O)(=O)c2ccc(F)cc2)cc1	.	0%	11%	.	.	-5	.
CCN(CC)C(=O)C1CCCN(C(=O)CCC2(Cc3cccc4ccccc34)CCC(=O)N2)C1 (stereo not given)	i	-5%	-14%	i	8%	2	2%
O=C(c1ccncc1)N1CCC2(CC1)N=C(c1ccc(Cl)cc1)NO2	-16%	3%	12%	i	?	4	11%
Cn1ncc(N2CCCC(CC(=O)Nc3ccc(F)c(F)c3)C2)cc1=O (stereo not given)	?	5%	15%	5%	?	-4	0%
CC(C)(C)C1CCc2c(sc(NC(=O)c3ccccc3F)c2C(=O)N2CCCCC2)C1 (stereo not given)	.	9%	-3%	.	.	-13	.
CCCN1CCN(CCCNC(=O)Cn2c(-c3cccs3)cc3cc(Cl)ccc32)CC1	.	?	?	.	.	4	.
COCCCNC(=O)C1COC2(CCCCC2)N1C(=O)c1c(OC)cccc1OC (stereo not given)	i	2%	4%	-7%	5%	-1	0%
COc1cccc(COC2CN(CCc3ccccc3)C(=O)CN(C(=O)CN3CCOC3=O)C2)c1 (stereo not given)	4%	-3%	13%	i	-3%	20	6%
Cc1ncccc1C(=O)N1CCCN(Cc2ccncc2)C(c2ccccc2)CC(=O)NCC1 (stereo not given)	-6%	?	-2%	i	i	14	3%
Cc1ccc(C)c(NC(=O)N2CCN3CCCCC3C2)c1 (stereo not given)	.	0%	27%	.	.	33	.
CCCc1ncc(C[n+]2ccccc2C)c(N)n1	.	-3%[23.9 µM]	31%[25.6 µM]	?	.	1	.
O=C(c1cccc(OC2CN(C3CCCC3)C2)c1)N1CCCC1	-16%	-21%	10%	i	-14%	4	.
CN(C)Cc1nnc(C2CCN(Cc3cnc(-c4ccccn4)nc3)CC2)n1C	0%	-1%	10%	-3%	-21%	-6	-7%
CC(C)NC(=O)N1CCCC(c2nn(C)c(=O)n2Cc2ccccc2)C1 (stereo not given)	-15%	1%	-1%	-10%	-7%	27	.
CCCNC(=O)c1cccc2c1CCN2C(=O)Nc1ccc(OC)cc1	?	-10%	28µM*	2%	?	-5	0.35µM*
O=C([C@H]1CCCN1C(=O)c1ccccc1)N1CCCC(c2nc3ccncc3[nH]2)C1 (stereo not given in full)	-4%	-12%	-19%	4%	-4%	15	.

Brought forward from above: four entries, then new ones.
SMILES	NIH3T3 tox	SNCA viab count	SNCA expr inhib	GPT2 inhibitor	HEK293 tox	IP6K1 inhibitor	FLuc inh
CN(C)Cc1nnc(C2CCN(Cc3cnc(-c4ccccn4)nc3)CC2)n1C	0%	-1%	10%	-3%	-21%	-6	-7%
CC(C)NC(=O)N1CCCC(c2nn(C)c(=O)n2Cc2ccccc2)C1 (stereo not given)	-15%	1%	-1%	-10%	-7%	27	.
CCCNC(=O)c1cccc2c1CCN2C(=O)Nc1ccc(OC)cc1	?	-10%	28µM*	2%	?	-5	0.35µM*
O=C([C@H]1CCCN1C(=O)c1ccccc1)N1CCCC(c2nc3ccncc3[nH]2)C1 (stereo not given in full)	-4%	-12%	-19%	4%	-4%	15	.
O=C(CN1CCCc2nc(C3CC3)ncc2C1=O)N1CCc2ccccc2C1	-2%	6%	11%	i	?	2	-2%
N#Cc1ccc(CN2C[C@@H](COCC(N)=O)[C@H](c3ccncc3)C2)cc1	-15%	3%	3%	-5%	89µM*	-8	1%
O=C(NCc1cccc(Cl)c1)C1CCN(c2ccnc3ccnn23)CC1	?	2%	-30%	i	?	7	.
COc1ccc(-c2nc3n(n2)C(=O)CC(c2ccc(Cl)cc2)S3)cc1 (stereo not given)	.	2%	1%	.	.	-1	.
Cc1nc(CCNC(=O)Cc2ccsc2)no1	-15%	5%	23%	-2%	-10%	9	-18%
Cc1ccccc1-c1noc(CN2CCCC2=O)n1	-27%	5%	?	i	-8%	-12	-11%
O=C(NC1CCN(c2nccc(Nc3ccccc3F)n2)CC1)c1cccc(Cl)c1	32µM*	-11%[12.5 µM]	-6%	i	?	-6	.
O=C(NCc1nnc2n1C(C(=O)NCc1ccc(F)cc1)CC2)c1ccc(Cl)cc1Cl (stereo not given)	1%	3%	17%	-12%	4%	-4	.
Cc1cc(=O)n(CC(=O)Nc2cc(Cl)ccc2C)c(-c2ccc(F)cc2)n1	?	-6%	0%	i	?	-8	11%
COc1ccc(-c2cc(N3CCCC(NC(=O)c4cccs4)C3)n[nH]2)cc1 (stereo not given)	?	?	89%[activator]	?	?	15	14µM*
Cc1ccc(S(=O)(=O)N2C[C@@H](F)C[C@H]2C(=O)N2CCc3ccccc3C2)cc1F	?	3%	-7%	i	-10%	-9	-5%
C[C@H]1CCCN1C(=O)c1nnc(COc2ccc(C#N)cc2)n1-c1ccccc1	35µM*	7%[87.6 µM]	5%[87.6 µM]	1%[88.5 µM]	-27%[172 µM]	-3	0%[172 µM]

These rows are one share of the data, so the mix of outcomes need not match the whole.
